Kir21 inh = Kir2.1 (mouse) channel inhibition; P35561; HEK293-Kir2.1, FluxOR thallium flux fluorescence; active compounds read low; B-score at 10 µM; actives 0.85% (n = 310,000); AID 1672;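 active = fluorescence ratio B-score at or below minus 3 SD of library scores, with starting-brightness B-score within 2 SD, cut at about -4.2 in these data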;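 also: channel flux triggered by added potassium and thallium sulfate stimulus; B-score of peak minus minimum fluorescence over baseline after thallium stimulus; more negative B-score means stronger Kir2.1 block with less thallium influx; some compounds called inactive have numbers as strong as hits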
Target sequence (P35561 whole entry, looked up): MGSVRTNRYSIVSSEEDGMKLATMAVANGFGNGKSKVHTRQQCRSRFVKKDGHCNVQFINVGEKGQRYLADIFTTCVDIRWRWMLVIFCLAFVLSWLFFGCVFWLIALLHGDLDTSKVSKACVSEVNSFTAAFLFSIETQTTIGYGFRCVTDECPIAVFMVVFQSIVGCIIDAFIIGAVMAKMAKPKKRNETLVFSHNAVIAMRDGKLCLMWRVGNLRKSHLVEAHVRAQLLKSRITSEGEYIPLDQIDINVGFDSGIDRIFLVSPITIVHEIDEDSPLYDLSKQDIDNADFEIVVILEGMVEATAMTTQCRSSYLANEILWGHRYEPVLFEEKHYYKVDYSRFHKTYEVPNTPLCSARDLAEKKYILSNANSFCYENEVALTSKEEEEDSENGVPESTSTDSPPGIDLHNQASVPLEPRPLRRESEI
CHT inh = human CHT choline transport inhibition. actives 0.86% (n = 310,000). CHT-expressing cells, membrane potential dye, choline response; active compounds read low. Q9GZV3. B-score at 10 µM;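 active = B-score over 3 SD under the library average, and starting fluorescence ratio not unusually high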;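 also: choline stimulus applied at its EC90 after an EC20 pre-addition; B-score computed on integrated fluorescence ratio after choline addition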
Target sequence (Q9GZV3 whole entry, looked up): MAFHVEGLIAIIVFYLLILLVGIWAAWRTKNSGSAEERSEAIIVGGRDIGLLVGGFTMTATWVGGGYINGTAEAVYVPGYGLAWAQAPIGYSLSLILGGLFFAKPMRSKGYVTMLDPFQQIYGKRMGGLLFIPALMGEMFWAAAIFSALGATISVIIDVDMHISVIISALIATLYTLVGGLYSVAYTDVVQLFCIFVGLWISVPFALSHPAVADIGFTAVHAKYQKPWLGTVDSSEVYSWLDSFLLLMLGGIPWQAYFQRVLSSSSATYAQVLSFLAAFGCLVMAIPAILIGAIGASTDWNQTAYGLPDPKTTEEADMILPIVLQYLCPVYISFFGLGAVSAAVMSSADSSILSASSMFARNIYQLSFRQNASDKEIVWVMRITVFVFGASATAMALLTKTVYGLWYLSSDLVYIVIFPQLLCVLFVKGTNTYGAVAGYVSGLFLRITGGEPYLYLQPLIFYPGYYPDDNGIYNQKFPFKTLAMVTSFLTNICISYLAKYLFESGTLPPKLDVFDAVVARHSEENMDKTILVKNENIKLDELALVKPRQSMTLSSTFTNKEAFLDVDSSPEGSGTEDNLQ
Active calls of the source: *; i = inactive; . = no result given.

SMILES	Kir21 inh	CHT inh
Cc1ccc(NS(=O)(=O)c2cc(C(=O)Nc3cccnc3)ccc2C)cc1	0.04	i
COc1ccc(N2C(=O)NC(NS(=O)(=O)c3ccc(NC(C)=O)cc3)(C(F)(F)F)C2=O)cc1 (stereo unspecified)	-1.3	i
S=C(Nc1ccc(Br)cc1)Nc1ccc2c(c1)OCCO2	-0.97	i
CC(CN1CCOCC1)OC(=O)c1ccc(C(C)(C)C)cc1 (stereo unspecified)	0.69	i
O=C(NCCCn1ccnc1)c1cc(C(=O)C2CC2)c[nH]1	0.2	i
COc1cc2c(cc1OC)CN(C(=O)CCNS(=O)(=O)c1ccccc1F)CC2	0.7	i
CSc1nc(C)cc(OCCNS(=O)(=O)c2cc(C)ccc2C)n1	-0.98	i
O=C1CSC(c2cccc([N+](=O)[O-])c2)N1c1ccccc1F (stereo unspecified)	-0.83	i
O=C(Nc1ccc(Cl)c(Cl)c1)OCCNC(=O)c1ccncc1	-2.7	i
CC(=O)Nc1ccc(N=Cc2c(O)c(C(=O)Nc3ccccc3)cc3ccccc23)cc1	-0.01	i
COc1ccc(NS(=O)(=O)c2cc(OC)ccc2NC(=O)c2cc(C)oc2C)cc1	1.1	i
CCn1ncc(Br)c1C(=O)Nc1cccc(C(C)=O)c1	0.93	i
O=C(CN1C(=O)/C(=C/c2cccc(Cl)c2)SC1=S)NC1C=CS(=O)(=O)C1 (stereo unspecified)	0.34	i
COC(=O)c1cc2ccsc2n1CC(=O)N1CCCc2ccccc21	-0.18	i
CCOC(=O)C1CCCN(CCC(=O)Nc2cc(C)ccc2C)C1 (stereo unspecified)	-0.96	i

Among those listed so far, 3 contain fluorine.
SMILES	Kir21 inh	CHT inh
COc1ccc(N2C(=O)NC(NS(=O)(=O)c3ccc(NC(C)=O)cc3)(C(F)(F)F)C2=O)cc1 (stereo unspecified)	-1.3	i
COc1cc2c(cc1OC)CN(C(=O)CCNS(=O)(=O)c1ccccc1F)CC2	0.7	i
O=C1CSC(c2cccc([N+](=O)[O-])c2)N1c1ccccc1F (stereo unspecified)	-0.83	i

Other records.
SMILES	Kir21 inh	CHT inh
Cc1[nH]c2ccccc2c1SCC(=O)N1CCCc2ccccc21	-7.8*	i
COc1ccc(NC(=O)N(Cc2cccnc2)Cc2ccccc2Cl)c(OC)c1	0.84	i
Cc1ccc(C2NC(=O)NC3=C2CCc2ccccc23)cc1 (stereo unspecified)	.	i
CC(=O)Nc1ccc(NC(=O)CSc2nnc(-c3ccc(NS(C)(=O)=O)cc3)n2C)cc1C	0.01	i
N#Cc1c(-c2ccccc2)ccn(Cc2ccccc2Cl)c1=O	-0.88	i
COc1ccc(NC(=O)N2CCCC2C(=O)NCCc2ccccc2)cc1 (stereo unspecified)	-0.8	i
NS(=O)(=O)c1ccc(N/N=C/c2ccc[nH]2)c([N+](=O)[O-])c1	1.8	i
Cn1c(=O)n(C)c2cc(S(=O)(=O)N3CCN(c4ccccc4)CC3)ccc21	-0.13	i
NC(=S)c1c(Cl)cc(C(F)(F)F)cc1Cl	0.58	i
CC1CCCC(NC(=O)CCS(=O)(=O)c2cc3c(cc2Cl)NC(=O)CO3)C1C (stereo unspecified)	-0.04	i
CCOC(=O)c1c(C)nc2sc3c(c2c1-c1ccc(OC)cc1)NC(c1ccc(OC)cc1)NC3=O (stereo unspecified)	-0.8	i
CCOc1c(C)cc(S(=O)(=O)NCc2ccccn2)c(C)c1C	0.24	i
O=C(Nc1ccon1)Nc1ccccc1C(F)(F)F	0	i
CCC(C)NCCCCOc1ccc(Cl)cc1C (stereo unspecified)	0.2	i
Cc1ccc(/C=C/C(=O)Nc2sc3c(c2C#N)CCCC3)o1	0.38	i
CC1CCN(C(=O)CCCOc2ccc(Cl)cc2)CC1	0.07	i
CC(=O)Nc1ccc(C(=O)OCCc2ccccc2)cc1	-1.1	i
Clc1ccc(-n2c(SCc3nc4ccccc4[nH]3)nnc2-c2ccncc2)cc1	0.33	i
CC(C)CC(NC(=O)c1cccc(Cl)c1)C(=O)O (stereo unspecified)	-2.5	i
CCCCCCN1C=C/C(=C\C=C(C#N)C#N)c2ccccc21	-1.8	i
O=C(Nc1ccccc1)NC1CC2CCC(C1)N2Cc1nnnn1Cc1ccc2c(c1)OCO2 (stereo unspecified)	0.13	i
Cc1ccc(S(=O)(=O)N2CCCN(S(=O)(=O)c3ccc4c(c3)OCCO4)CC2)cc1	-0.68	i
COC(=O)c1ccc(NC(=O)CSc2nn3c(=O)c(C)nnc3s2)cc1	0.49	i
COc1ccc(/C=N/NC(=O)CNC(=O)/C=C/c2ccccc2OC)cc1	-2.5	i
Cc1ccc2c(c1)N(S(=O)(=O)c1cc(-c3onc(C)c3C)ccc1C)CCO2	0.09	i
CCCC1CCC(=C(C#N)C(N)=O)CC1 (stereo unspecified)	0.94	i
Cc1ccc(NCc2n[nH]c(=S)n2-c2ccccc2)cc1	0.28	i
CC(C)(C)C(=O)Nc1ccc(-c2cc3cc(Cl)ccc3o2)cc1	-0.14	i
COc1ccc(C(CNC(=O)c2cccc(S(=O)(=O)Nc3cccc(C)c3)c2)N2CCOCC2)cc1 (stereo unspecified)	0.87	i
O=C(CNS(=O)(=O)c1ccc(Br)cc1)NCc1cccnc1	0.86	i

Exported with each value named: 2 of the compounds above.
SMILES: Cc1ccc2c(c1)N(S(=O)(=O)c1cc(-c3onc(C)c3C)ccc1C)CCO2
  Kir21 inh = 0.09 | CHT inh = i
SMILES: COc1ccc(N2C(=O)NC(NS(=O)(=O)c3ccc(NC(C)=O)cc3)(C(F)(F)F)C2=O)cc1 (stereo unspecified)
  Kir21 inh = -1.3 | CHT inh = i

Next part
SMILES	Kir21 inh	CHT inh
CCc1ccc(N2C(=O)C3C4CCC(C4=C(C)C)C3C2=O)cc1 (stereo unspecified)	0.57	i
CCCC(=O)Nc1nc2ccc(OCC)cc2s1	0.23	i
O=C(Nc1cccn2ncnc12)c1ccc(Cl)cc1Cl	-1.4	i
O=C(NCc1ccco1)c1ccc([N+](=O)[O-])o1	-2.5	i
CC(/C=C/C=C/c1ccccc1)=N/NC(=O)C(O)c1ccccc1 (stereo unspecified)	0.64	i
Cc1ccc(CNS(=O)(=O)c2ccc3c(c2)NC(=O)CO3)cc1	0.8	i
CCc1ccccc1NC(=O)CN(c1ccc(OC)cc1OC)S(=O)(=O)c1ccccc1	-0.69	i
COc1ccc(NC(=O)c2cc(S(=O)(=O)N3CCc4ccccc43)cn2C)c(OC)c1	-0.86	i
COc1ccc(C(=O)Nc2cc([N+](=O)[O-])ccc2N2CCN(C)CC2)cc1	0.64	i
CN(C)S(=O)(=O)c1ccc(N2CCCC2)c(C(=O)N2CCN(S(=O)(=O)c3ccc(F)cc3)CC2)c1	0.24	i
COc1ccc(C(C(=O)NC(C)(C)C)N(Cc2cccnc2)C(=O)CCC(=O)Nc2cc(C)on2)cc1 (stereo unspecified)	1.7	i
Cc1noc(/C=C/c2cccs2)c1S(=O)(=O)N1CCC(C(=O)NCCCN2CCCC(C)C2)CC1 (stereo unspecified)	-4.5	i
COc1cc(OC)c(C(=O)N2CCN(c3ccccn3)CC2)cc1OC	0.01	i
O=C(c1ccc(C(F)(F)F)cc1)C1CCCN(C(=O)CN2CCCC2=O)C1 (stereo unspecified)	0.22	i
Cc1nc(NC(=O)C23CCC(C)(C(=O)O2)C3(C)C)sc1C (stereo unspecified)	0.98	i
COc1ccc(N(CC(=O)NCCSCc2ccccc2C)S(=O)(=O)c2ccccc2)cc1	1.5	i
NS(=O)(=O)c1ccccc1NC(=O)c1c(O)c2ccccc2[nH]c1=O	2.7	i
Cc1cccc(-c2nc3ccccc3c(=O)n2NC(=O)c2cccs2)c1	-0.62	i
CCOc1cc(/C=C2\COc3ccccc3C2=O)cc(Br)c1OCC(=O)N(C)C	-5*	i
Cn1cc(/C=C2\SC(=S)N(N3CCOCC3)C2=O)c2ccccc21	0.86	i
O=C(CCCc1nc2ccccc2s1)NC(c1ccccc1)c1ccccc1	-0.01	i
CC(C)C1C(C#N)=C(N)Oc2n[nH]c(-c3cccs3)c21 (stereo unspecified)	-0.47	i
Cc1ccn2c(-c3n[nH]c(=S)n3C)c(C)nc2c1	-3.3	i
Cc1ccc(S(=O)(=O)N2CCN(c3ccccc3)CC2)cc1C(N)=O	0.29	i
CN(C)/C=C/C(=O)c1ccc(S(=O)c2ccccc2)cc1 (stereo unspecified)	0.24	i
COc1ccccc1NC(=O)c1ccc2c(c1)nnn2C	-0.04	i
COc1ccc(C(=O)NCCC2=CCCCC2)cc1OC1CCN(C(C)C)CC1	0.95	-11*
O=C(c1ccc(-n2cnnn2)cc1)N1CCOCC1	0.02	i
CC(=O)NC(Cc1ccccc1C)C(=O)NC1CCN(c2nnnn2-c2ccccc2)CC1 (stereo unspecified)	-1.2	i
C/C(=N/NC(=O)CC(=O)N/N=C(\C)c1ccc([N+](=O)[O-])cc1)c1ccc([N+](=O)[O-])cc1	2.8	i

In a second layout: entries from further up
Kir21 inh,CHT inh,smiles
1.5,i,COc1ccc(N(CC(=O)NCCSCc2ccccc2C)S(=O)(=O)c2ccccc2)cc1
2.7,i,NS(=O)(=O)c1ccccc1NC(=O)c1c(O)c2ccccc2[nH]c1=O
-0.62,i,Cc1cccc(-c2nc3ccccc3c(=O)n2NC(=O)c2cccs2)c1
-5*,i,CCOc1cc(/C=C2\COc3ccccc3C2=O)cc(Br)c1OCC(=O)N(C)C

Other structures
SMILES	Kir21 inh	CHT inh
O=C(NCCN1CCOCC1)N1CCOCC1	-0.25	i
Cn1c(=O)n(C)c2cc(NC(=O)CSc3nc4ccccc4c(=O)[nH]3)ccc21	0.35	i
Cc1ccccc1CNC(=O)C1CCN(c2nnc(N3CCCC3=O)s2)CC1	-0.51	i
Fc1ccccc1/C=N/n1cnnc1	1.3	i
Cc1noc(C)c1N=Nc1ccc(Br)cc1C(=O)O	0.31	i
Cc1ccc(OCc2nc(C#N)c(N3CCN(Cc4ccccc4)CC3)o2)cc1	0.68	i
Cc1cc(C)cc(C(=O)NC(CC(N)=O)c2ccc(NC3CCCCCCCCCCC3)c([N+](=O)[O-])c2)c1 (stereo unspecified)	0.6	i
CCn1ncc(/C=C2/SC(=S)NC2=O)c1C	0.53	i
Cc1ccc(-c2ccc(C3C(C#N)=C(N)Oc4n[nH]c(C)c43)o2)cc1 (stereo unspecified)	-1.1	i
CCCCNC(=O)c1cc(C)nn1-c1ccccc1	-1	i
CCOc1cccc(C(=O)Nc2cccc(C(=O)NCC(C)C)c2)c1	1.4	i
Cc1ccc(Cl)c(OCC(=O)Nc2sc(C)c(C)c2C#N)c1	1.2	i
COc1ccc(N(C)S(=O)(=O)c2cccc(C(=O)OC(C(=O)Nc3cc(C)cc(C)c3)c3ccccc3)c2)cc1 (stereo unspecified)	0.1	i
O=C(CNS(=O)(=O)c1ccccc1)Nc1ccc2c(c1)OCO2	0.79	i
CC(=O)c1cccc(NC(=O)c2ccoc2C)c1	1.3	i
COC(=O)[C@@H](NC(=O)N1CCC(Cc2ccccc2)CC1)C(C)C	0.85	i
O=C(NCC(=O)N(c1ccccc1F)C(C(=O)NC1CCCC1)c1ccco1)c1ccco1 (stereo unspecified)	-1.4	i
C=CCNC(=S)NC(CC(=O)OC)c1ccc2c(c1)OCO2 (stereo unspecified)	1.3	i
CCOc1ccc(CCNC(=O)C2CC(=O)N(c3ccccc3OCC)C2)cc1OCC (stereo unspecified)	-3	i
Cc1ccc(N(CC(=O)NCc2ccccn2)S(=O)(=O)c2ccccc2)cc1Cl	-3.7	i
O=C(CCc1nnc(-c2ccccc2)o1)NC1CCCCC1	1.4	i
Cc1ccc2cc(CN(Cc3cccs3)Cc3nnnn3CC3CCCO3)c(=O)[nH]c2c1 (stereo unspecified)	-0.63	i
OCCN1CCN(CC/C=C2/c3ccccc3Sc3ccc(C(F)(F)F)cc32)CC1	-5.4*	i
O=C(NCc1ccco1)c1sc2cc(F)ccc2c1Cl	0.27	i
CCCc1nc(SCC(=O)N2CCOCC2)c2c(C)c(C)sc2n1	-1.5	i
CCOC(=O)c1nn(-c2ccc([N+](=O)[O-])cc2)cc1O	0.99	i
COc1ccc(CCN2C(=O)CC(C(N)=O)SC2=Nc2ccc(F)cc2)cc1OC (stereo unspecified)	0.47	i
COc1ccccc1N1CCN(C(=O)CNC(=O)Cn2cnc3sc(C)c(C)c3c2=O)CC1	-0.66	i
O=C(COc1ccc(Cl)cc1Cl)Nc1ccc(C(=O)Nc2ccccc2C(=O)O)cc1	-0.48	i
NS(=O)(=O)c1ccc(NC(=O)CN2CCCN(S(=O)(=O)c3ccc(F)cc3)CC2)cc1	0.22	i
COC(=O)c1sccc1NC(=O)Nc1cccc([N+](=O)[O-])c1	0	i
Cc1ccc2cc(CN(CCc3ccccc3)C(=S)NCCCN(C)C)c(=O)[nH]c2c1	-1	i
Fc1ccc(CN2C3=NCCN3c3ccccc32)cc1	-1.3	i
Cc1c(C(=O)N/N=C/c2cccnc2)sc(=S)n1C	-0.48	i
CCC1(C)OC(=O)N(CCCn2ccnc2C)C1(C)O (stereo unspecified)	-0.85	i
Cc1ccc(-c2cc(C(F)F)nc(NCC3CCCO3)n2)cc1 (stereo unspecified)	2	i
Cc1ccc(C(=O)N/C(=C/c2cccs2)C(=O)NCc2ccco2)cc1	-0.02	i
COc1ccc(-c2oc3ccc(-c4ccc(OC)nc4)cc3c2-c2ccc(OC)cc2)cc1	0.52	i
O=C(NCc1ccccc1)c1ccc2c(c1)C(=O)N(Cc1cccnc1)C2=O	-0.19	i
CCN(C(=O)c1ccc(S(=O)(=O)N2CCCCC2)cc1)C1CCS(=O)(=O)C1 (stereo unspecified)	1.9	i

4 compounds out of the list above, ordered by the number in Kir21 inh, falling:
SMILES	Kir21 inh	CHT inh
CCN(C(=O)c1ccc(S(=O)(=O)N2CCCCC2)cc1)C1CCS(=O)(=O)C1 (stereo unspecified)	1.9	i
COC(=O)c1sccc1NC(=O)Nc1cccc([N+](=O)[O-])c1	0	i
Cc1ccc2cc(CN(CCc3ccccc3)C(=S)NCCCN(C)C)c(=O)[nH]c2c1	-1	i
Fc1ccc(CN2C3=NCCN3c3ccccc32)cc1	-1.3	i

Screens from PubChem BioAssay.

Compounds were not picked by outcome; 1.6% or so of the library scored in one or more.
